# Mtb UGM inh: blocks M. tuberculosis UGM enzyme. purified UGM, fluorescence polarization probe displacement. P9WIQ1. 320,000 tested, 0.06% active. inhibition, % at 10 µM; in the data active means inhibition above about 10%, passing the limit was not always enough
# Target sequence (P9WIQ1 whole entry, looked up): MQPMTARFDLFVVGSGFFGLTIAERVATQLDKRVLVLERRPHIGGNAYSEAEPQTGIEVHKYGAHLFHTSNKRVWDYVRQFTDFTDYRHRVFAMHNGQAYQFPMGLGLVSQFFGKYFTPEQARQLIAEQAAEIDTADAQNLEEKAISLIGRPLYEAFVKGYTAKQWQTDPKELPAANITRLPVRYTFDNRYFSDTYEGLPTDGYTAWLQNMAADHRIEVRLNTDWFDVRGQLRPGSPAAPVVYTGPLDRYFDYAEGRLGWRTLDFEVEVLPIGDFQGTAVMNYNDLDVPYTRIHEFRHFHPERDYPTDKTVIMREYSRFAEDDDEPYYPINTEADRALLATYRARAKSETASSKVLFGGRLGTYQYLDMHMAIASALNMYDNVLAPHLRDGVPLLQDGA
# FadD28 FP inh: inhibitors of Mycobacterium tuberculosis FadD28 bisubstrate binding. inhibition, % at 12.5 µM. FadD28 bisubstrate probe binding, fluorescence polarization. 360,000 tested, 0.22% active; in the data active means inhibition above about 8.5%, passing the limit was not always enough
# Vc quorum ag: quorum light induction in luxS cqsA deficient V. cholerae; V. cholerae BH1578 lux reporter, luminescence, 6 h; activation, % at 18.7 µM; 350,000 tested, 0.16% active; in the data active means activation mostly above about 9.7%, no sharp cut-off; further: not every result past the cut was called active; inactives centre near 0; reference of the scale not given here
# TcdB inh: inhibitors of Clostridioides difficile toxin B glycohydrolase; TcdB glycohydrolase enzymatic assay, plate reader; inhibition, % at 9.99 µM; 350,000 tested, 0.24% active; in the data active means inhibition above about 10%
# BioA inh: blocks M. tuberculosis BioA enzyme activity; inhibition, % at 9.99 µM; purified M. tuberculosis BioA enzyme, plate reader; 360,000 tested, 0.096% active; AID 602481; in the data active means inhibition above about 40%
# GDH-TPI counter: GDH-TPI coupled enzyme inhibition counter-screen; 360,000 tested, 1.2% active; GDH-TPI coupled enzyme counterscreen, NADH absorbance; inhibition, % at 4.8 µM; AID 588335; in the data active means inhibition above about 30%;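 further: 0% = DMSO wells and 100% = wells lacking the enzyme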
# Mtb FBA inh: inhibits M. tuberculosis FBA enzyme; P9WQA3; purified M. tuberculosis FBA, fluorescence read-out; inhibition, % at 1 µM; 360,000 tested, 2.3% active; AID 588726; in the data active means inhibition above about 27%;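 further: 0% = vehicle and 100% = reference inhibitor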
# Target sequence (P9WQA3 whole entry, looked up): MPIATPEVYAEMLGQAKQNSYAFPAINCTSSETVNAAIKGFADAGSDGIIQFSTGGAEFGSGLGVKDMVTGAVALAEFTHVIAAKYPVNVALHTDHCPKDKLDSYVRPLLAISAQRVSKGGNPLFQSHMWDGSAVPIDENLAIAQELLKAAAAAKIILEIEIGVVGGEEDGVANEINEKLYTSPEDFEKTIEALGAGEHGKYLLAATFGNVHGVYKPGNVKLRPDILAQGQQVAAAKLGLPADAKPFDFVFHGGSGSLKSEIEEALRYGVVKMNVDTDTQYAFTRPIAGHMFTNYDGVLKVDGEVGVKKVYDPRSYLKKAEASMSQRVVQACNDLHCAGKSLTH
# Yp Topo-I inh: inhibitors of Yersinia pestis topoisomerase I; 360,000 tested, 0.064% active; Y. pestis Topo-I cleavage product accumulation, plate reader; activity, % at 10 µM; AID 504884; in the data active means activity above about 50%, passing the limit was not always enough; further: inactives centre near 2
# PfHsp40 rescue: compounds rescuing yeast from Plasmodium falciparum HSP40 toxicity; S. cerevisiae expressing PfHsp40, growth rescue, ATP luminescence; growth rescue, % at 12.5 µM; 340,000 tested, 0.68% active; AID 504582; in the data active means growth rescue above about 28%, passing the limit was not always enough;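 further: yeast W303a lacking pdr1 and pdr3 grown in galactose medium; growth measured after three days at 30 °C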
# Starred values were filed as active, the others as inactive; i = inactive; · = not tested or not shown.
No.	Molecule	Yp Topo-I inh	TcdB inh	Vc quorum ag	Mtb UGM inh	GDH-TPI counter	Mtb FBA inh	PfHsp40 rescue	BioA inh	FadD28 FP inh
1	CN1C(=O)CSC1=NC12CC3CC(CC(C3)C1)C2	8	·	i	2.3	-7	-2	0.9	1.9	-4.2
2	CC1CCC2(CC1)NC(=O)N(CC(=O)NCCc1ccc(F)cc1)C2=O (stereo not drawn)	1	0.0	-0.3	·	2	3	-0.1	0.0	-2.9
3	O=C(COc1cccc(Cl)c1)NNC(=S)Nc1ccccc1	0	-0.4	-0.2	0.9	10	2	0.8	·	-4.2
4	Cc1c(NC(=O)CN2CCN(c3ccc(F)cc3)CC2)c(=O)n(-c2ccccc2)n1C	-1	0.0	-0.5	-2.1	4	4	0.8	·	0.2
5	CCc1ccc(N2CC(C(=O)Nc3nc4ccc(S(C)(=O)=O)cc4s3)CC2=O)cc1 (stereo not drawn)	10	-2.3	i	2.3	-3	-1	0.0	2.2	-5.7
6	CC(Cc1ccccc1)N1C(=O)c2ccccc2C1=O (stereo not drawn)	-3	-1.5	-0.3	0.8	-5	-5	-0.8	-1.1	-3.7
7	Cc1ccc(NC(=O)CC2SC(=NC3CCCCC3)NC2=O)cc1 (stereo not drawn)	5	0.3	-2.6	1.1	9	-2	0.8	·	0.9
8	CCN(CC)S(=O)(=O)c1ccc(NC(=O)C2COc3ccccc3O2)cc1 (stereo not drawn)	3	·	-1.4	3.7	11	2	2.4	2.7	-0.4
9	CC(C)C(=O)c1cn(CC(=O)O)c2ccccc12	1	0.2	-0.2	1.5	3	3	-1.2	1.3	-1.7
10	CCOc1cc(/C=C2\C(=N)N3N=C(CC)SC3=NC2=O)ccc1OCCOc1ccc(NC(C)=O)cc1	1	-0.5	i	0.9	1	4	-1.7	0.5	-0.2
11	Cc1cccc(N2CCN(C(=O)C3CCN(S(=O)(=O)c4cccnc4)CC3)CC2)c1C	23	0.8	-0.3	0.6	9	4	-0.1	-0.2	0.2
12	CCN(CC(=O)Nc1ccccc1OC)CC(=O)Nc1sccc1C#N	1	1.4	i	-0.2	-4	-2	-0.9	-3.3	-2.7
13	S=C1NC2CCCCC2N1 (stereo not drawn)	0	0.4	-0.5	-1.3	-4	0	2.6	·	-0.4
14	CC1CN(C(=O)c2cccs2)CCN1C(=O)c1cccs1 (stereo not drawn)	7	·	i	-1.1	4	3	-0.1	0.2	-1.5
15	C/C(=N\N(c1ccccc1)c1ccccc1)c1ccco1	13	0.6	-0.2	-0.1	13	0	1.2	0.7	1.3
16	COc1ccc(CCNC(=O)COC(=O)c2cccn2C)cc1	0	1.5	-7.1	·	5	1	23	0.0	-0.4
17	Cc1ccc(C(=O)C(C)N(C(=O)c2ccc(Cl)cc2Cl)N2C(=O)CCCC2=O)cc1 (stereo not drawn)	7	-1.0	0.2	-0.7	1	11	-0.8	·	-0.4
18	CC(C)N(C(=O)CSc1nn2c(=O)c(C(C)(C)C)nnc2s1)c1ccccc1	13	·	·	-2.1	0	1	-0.7	-0.5	0.1
19	COc1cc(CCCN2C(N)=NC[C@@H]2c2ccccc2)cc(OC)c1OC	6	6.0	-0.3	0.7	8	15	-1.3	4.6	-0.9
20	N#Cc1ccc(Nc2nc(-c3ccccc3)c(C(=O)c3ccccc3)s2)cc1	·	-0.5	·	·	·	3	·	-1.5	-4.4
21	O=C(NCCc1ccccc1)C(=O)c1c(-c2ccccc2)[nH]c2ccccc12	4	1.2	-0.2	0.6	25	1	-1.6	2.1	-7.6
22	O=C(CSc1nc2ccccc2o1)N1CCN(C(=O)c2ccco2)CC1	5	·	2.9	-0.2	8	2	-0.9	6.6	-0.7
23	O=C(Nc1nnc(S(=O)(=O)N2CCOCC2)s1)c1ccccc1Cl	-7	1.0	-0.2	1.4	9	1	-0.6	-2.7	-0.8
24	Cc1onc(-c2c(Cl)cccc2Cl)c1C(=O)O/N=C(\C#N)c1ccccc1	-4	0.5	-0.9	0.7	-4	2	1.1	·	-2.5
25	COc1ccc(S(=O)(=O)N2CCN(CC(=O)Nc3ccc(F)c(F)c3)CC2)cc1	7	·	-0.5	-1.5	8	1	0.1	4.0	-3.0
26	CCN(CC)C(=O)c1ccc(CS(=O)(=O)Cc2ccccc2)cc1	4	-0.2	0.3	0.4	9	3	-0.2	0.7	-0.2
27	CCOC(=O)c1c(S(=O)(=O)NCC(=O)N2CCN(c3ccccc3OC)CC2)c(C)n(C)c1C	18	0.7	-0.3	-1.9	6	2	0.4	0.1	-1.1
28	CN(C(=O)CSc1nc2c(c(=O)[nH]1)CCCC2)C1CCCCC1	3	1.1	2.0	0.0	-4	0	-0.3	·	-4.8
29	Cc1cccc(NCC(=O)N/N=C\c2cccc(Oc3ccccc3)c2)c1	18	1.7	i	-0.5	9	-3	6.3	0.9	1.6
30	CN1CCN(NC(=O)c2ccc(Br)c(S(=O)(=O)N3CCOCC3)c2)CC1	2	0.8	-1.0	2.8	-2	-1	1.4	1.5	0.4

# Structures from the list above containing a thiophene ring, fused or not:
No.	Molecule	Yp Topo-I inh	TcdB inh	Vc quorum ag	Mtb UGM inh	GDH-TPI counter	Mtb FBA inh	PfHsp40 rescue	BioA inh	FadD28 FP inh
12	CCN(CC(=O)Nc1ccccc1OC)CC(=O)Nc1sccc1C#N	1	1.4	i	-0.2	-4	-2	-0.9	-3.3	-2.7
14	CC1CN(C(=O)c2cccs2)CCN1C(=O)c1cccs1 (stereo not drawn)	7	·	i	-1.1	4	3	-0.1	0.2	-1.5

# More records follow.
No.	Molecule	Yp Topo-I inh	TcdB inh	Vc quorum ag	Mtb UGM inh	GDH-TPI counter	Mtb FBA inh	PfHsp40 rescue	BioA inh	FadD28 FP inh
31	CCc1cc(=O)[nH]c(SCC(=O)N2CCCC2)n1	-4	1.9	i	-0.3	1	0	-0.5	0.0	-1.7
32	Cc1c(C)n(Cc2ccccc2)c2ncnc(NCCN(C)C)c12	-2	0.4	-2.6	1.4	4	2	-0.7	1.2	-0.2
33	O=C1c2cccc3cccc(c23)C(=O)N1c1nccs1	-1	·	-2.0	-0.8	14	3	-1.0	-1.1	0.1
34	CCOc1ccc(C(=O)CSCCC(=O)O)cc1	2	-2.0	i	0.5	2	2	1.0	-0.8	0.3
35	COc1ccc(/C=N/n2cnnc2)cc1COc1ccccn1	4	·	-0.3	0.6	-2	-1	0.9	2.1	-0.7
36	Cn1c(=O)oc2cc(S(=O)(=O)NCc3cccnc3)ccc21	-5	1.1	-0.1	1.8	8	0	0.6	·	-0.2
37	Cc1cnc(NC(=O)c2ccc(Cl)nc2)s1	1	0.9	i	-2.4	26	2	-2.4	1.2	-0.3
38	Cc1ccc(NC(=S)NNc2ncc(C(F)(F)F)cc2Cl)c(C)c1	-5	·	i	2.7	-2	-3	-0.6	0.7	0.1
39	CCN1N=C(C)C=C(c2ccccc2)n2c1nc1ccccc12	0	0.8	0.8	-2.2	0	20	0.6	-0.3	-4.5
40	CN=C(C)c1c(O)c2ccccc2oc1=O	9	·	-3.2	1.9	13	-1	-0.9	-0.7	0.3
41	COC(=O)CCC(=O)OC1(C)C(=O)C=C2C=C(C3CC3)N(CCCCO)C=C2C1=O (stereo not drawn)	-4	8.9	i	1.6	15	-1	-0.9	1.7	-0.2
42	CCOC(=O)C1(C)CCCN1C(=O)c1ccc(C(=O)OC)cc1 (stereo not drawn)	1	0.9	-1.2	·	10	-2	·	0.3	-1.0
43	Cn1c(=O)c2c(ncn2CCc2ccccc2)n(C)c1=O	4	-0.2	1.6	-0.9	9	0	-0.2	·	2.1
44	Cc1c(-c2n[nH]c(=S)n2-c2ccc(Br)cc2)nnn1-c1ccc(Cl)cc1	-1	7.5	-0.2	·	3	2	·	·	-6.2
45	CCOC(=O)N1CCN(C(=O)CN(C)S(=O)(=O)c2ccc3c(c2)C(C)(C)C(=O)N3C)CC1	2	·	3.3	-0.4	9	-3	-0.3	·	-0.8
46	COc1ccc(-c2ccc(SCC(=O)NCc3ccco3)nn2)cc1OC	10	·	-0.3	-1.0	2	0	-0.3	·	-2.5
47	Cc1ccc(S(=O)(=O)NC(=O)C2(C)CCN2C(=O)C2(c3ccc(Cl)cc3)CCC2)nc1 (stereo not drawn)	-1	-6.3	-0.9	·	-1	5	·	-0.4	0.8
48	Cc1ccc(S(=O)(=O)NC(CC(=O)O)c2cccs2)cc1 (stereo not drawn)	8	0.4	-3.1	1.9	-1	-1	0.4	-0.2	-2.8
49	Cc1cccc(C)c1N1CCN(C(=O)Nc2ccc3c(c2)OCCO3)CC1	7	·	-0.1	-0.8	6	1	8.8	2.1	3.0
50	CC1(C(=O)NS(=O)(=O)c2cccc(C#N)c2)CCN1C(=O)c1cccc2ccccc12 (stereo not drawn)	-2	-0.3	-1.4	·	4	-2	·	-2.2	-0.7
51	Cc1cccc(OCC(=O)NCCCNC(=O)c2ccccn2)c1	10	-4.4	-0.3	2.8	-10	-1	-1.0	·	-4.1
52	CC1CCCC(NC(=O)COC(=O)c2cc(S(=O)(=O)N3CCOCC3)ccc2F)C1C (stereo not drawn)	0	0.5	-0.3	2.3	4	3	-0.8	-0.7	-2.2
53	O=C1C2ON(c3ccccc3)C(c3ccncc3)C2C(=O)N1c1ccc(N2CCOCC2)cc1 (stereo not drawn)	-6	0.4	-0.2	1.1	10	4	-0.2	0.4	-1.6
54	CS(=O)(=O)N(CC(=O)Nc1cccc(Cl)c1Cl)c1ccccc1	-18	·	i	-0.1	7	-1	-0.6	-2.3	-8.0
55	CN(CC(=O)Nc1cccc(F)c1)C(=O)CCc1nc2ccccc2c(=O)[nH]1	3	0.9	i	-3.4	-13	-1	-1.3	1.5	-0.1
56	CCCCNC(=O)Cn1c2c(c(-c3ccccc3Cl)cc1=O)CCC2	1	-4.1	-0.2	-1.2	15	15	0.1	2.0	-0.3
57	CCN(CC)CCN1C(=O)c2ccccc2NC1c1ccc(Br)cc1 (stereo not drawn)	-12	0.1	-0.2	2.1	10	84*	-0.7	·	-0.6
58	CCOC(=O)C1(C)NC(c2ccc(O)cc2)C2C(=O)N(c3ccccc3)C(=O)C21 (stereo not drawn)	-5	1.2	-0.4	-2.1	9	1	0.3	0.2	-0.9
59	C[C@H](NC(=O)c1ccco1)C(=O)NC1CCCCCC1	6	-0.4	0.1	-0.1	1	-2	-0.6	-0.2	-3.2
60	CCOCC(O)CNc1ccccc1 (stereo not drawn)	-3	·	-1.3	-0.2	1	1	0.5	-3.2	-0.9
61	O=C(Nc1ccccc1)OCCN1CCOCC1	0	-3.8	1.0	·	-3	-2	-0.8	-0.3	-3.5
62	O=C(CCC1CCCN(C(=O)Cn2cnnn2)C1)NCc1ccccc1F (stereo not drawn)	3	-0.1	2.2	-4.3	2	-1	-0.3	-0.5	-5.0
63	CN=C1SC(CC(=O)Nc2ccc(C(C)=O)cc2)C(=O)N1C (stereo not drawn)	-6	·	i	-0.9	3	-1	0.2	1.1	1.0

# Molecules from the list above that contain fluorine (7):
No.	Molecule	Yp Topo-I inh	TcdB inh	Vc quorum ag	Mtb UGM inh	GDH-TPI counter	Mtb FBA inh	PfHsp40 rescue	BioA inh	FadD28 FP inh
2	CC1CCC2(CC1)NC(=O)N(CC(=O)NCCc1ccc(F)cc1)C2=O (stereo not drawn)	1	0.0	-0.3	·	2	3	-0.1	0.0	-2.9
4	Cc1c(NC(=O)CN2CCN(c3ccc(F)cc3)CC2)c(=O)n(-c2ccccc2)n1C	-1	0.0	-0.5	-2.1	4	4	0.8	·	0.2
25	COc1ccc(S(=O)(=O)N2CCN(CC(=O)Nc3ccc(F)c(F)c3)CC2)cc1	7	·	-0.5	-1.5	8	1	0.1	4.0	-3.0
38	Cc1ccc(NC(=S)NNc2ncc(C(F)(F)F)cc2Cl)c(C)c1	-5	·	i	2.7	-2	-3	-0.6	0.7	0.1
52	CC1CCCC(NC(=O)COC(=O)c2cc(S(=O)(=O)N3CCOCC3)ccc2F)C1C (stereo not drawn)	0	0.5	-0.3	2.3	4	3	-0.8	-0.7	-2.2
55	CN(CC(=O)Nc1cccc(F)c1)C(=O)CCc1nc2ccccc2c(=O)[nH]1	3	0.9	i	-3.4	-13	-1	-1.3	1.5	-0.1
62	O=C(CCC1CCCN(C(=O)Cn2cnnn2)C1)NCc1ccccc1F (stereo not drawn)	3	-0.1	2.2	-4.3	2	-1	-0.3	-0.5	-5.0
